From PubChem BioAssay
RPL19A TOR yeast: modulators of TOR pathway RPL19A-GFP in S. cerevisiae. S. cerevisiae RPL19A-GFP strain, flow cytometry, 3 h; hits give low values. percent response vs DMSO, % at 10 µM. 330,000 compounds, 0.3% hits;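 active means percent response vs DMSO below 50%; inconclusive means fewer than 70 events counted for the yeast strain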;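 further: median channel GFP fluorescence of the barcoded RPL19A-GFP strain; ratio of sample median GFP to plate DMSO average so 100% = DMSO; lower means less RPL19A-GFP as with rapamycin TOR inhibition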
AGP1 TOR yeast: alters AGP1-GFP fluorescence in TOR pathway yeast screen; S. cerevisiae AGP1-GFP multiplex flow cytometry, 3 h; GFP as percent of DMSO wells; GFP response vs DMSO, % at 10 µM; 320,000 compounds, 0.02% hits; AID 2066;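 active means GFP response relative to DMSO above a set limit, near screen average plus 3 SD, cut at about 150% in these data; inconclusive means fewer than 70 cells counted for the yeast strain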;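 further: median GFP channel fluorescence of the gated AGP1 strain per well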
GRK2 aptamer HTS: human GRK2 inhibition via aptamer displacement; bead flow cytometry, FAM-aptamer displacement from GRK2; inhibition of aptamer binding, % at 10 µM; 330,000 compounds, 0.59% hits; AID 488847;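 active means inhibition of aptamer binding above 40%, roughly 3 SD of noise, on plates passing a quality check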;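 further: median bead fluorescence of bound FAM aptamer so fluorescent compounds give negative values; no value below 0 was filed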
MEP2 TOR yeast: alters MEP2-GFP fluorescence in TOR pathway yeast screen. GFP response vs DMSO, % at 10 µM. S. cerevisiae MEP2-GFP strain, flow cytometry GFP, 3 h; 100% = DMSO control level. AID 2016. 330,000 compounds, 0.51% hits;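 active means GFP response versus DMSO above a set limit, roughly screen mean plus 3 SD, cut at about 180% in these data; inconclusive means fewer than 70 cells counted for a yeast strain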;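 further: median GFP fluorescence of the barcode-gated MEP2-GFP cells per well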
CIT2-GFP yeast: modulators of TOR pathway CIT2-GFP in S. cerevisiae | S. cerevisiae CIT2-GFP strain, flow cytometry, 3 h; 100 means same as DMSO wells | GFP response vs DMSO, % at 10 µM | 320,000 compounds, 0.065% hits | AID 2029;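 active means GFP response relative to DMSO above a set limit, near the screen mean plus 3 SD, cut at about 150% in these data; inconclusive means Fewer than 70 cells measured for a yeast strain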;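 further: ratio of well median GFP fluorescence to mean of DMSO wells on the plate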
VLA-4 inh: inhibition in a human VLA-4 binding assay | P13612 | VLA-4 expressing cells, ligand binding flow cytometry | inhibition, % (about 7 µM as worked out from the volumes in the protocol) | 330,000 compounds, 0.2% hits | AID 2557; in the data active means inhibition above about 50%
Target sequence (P13612 whole entry, looked up): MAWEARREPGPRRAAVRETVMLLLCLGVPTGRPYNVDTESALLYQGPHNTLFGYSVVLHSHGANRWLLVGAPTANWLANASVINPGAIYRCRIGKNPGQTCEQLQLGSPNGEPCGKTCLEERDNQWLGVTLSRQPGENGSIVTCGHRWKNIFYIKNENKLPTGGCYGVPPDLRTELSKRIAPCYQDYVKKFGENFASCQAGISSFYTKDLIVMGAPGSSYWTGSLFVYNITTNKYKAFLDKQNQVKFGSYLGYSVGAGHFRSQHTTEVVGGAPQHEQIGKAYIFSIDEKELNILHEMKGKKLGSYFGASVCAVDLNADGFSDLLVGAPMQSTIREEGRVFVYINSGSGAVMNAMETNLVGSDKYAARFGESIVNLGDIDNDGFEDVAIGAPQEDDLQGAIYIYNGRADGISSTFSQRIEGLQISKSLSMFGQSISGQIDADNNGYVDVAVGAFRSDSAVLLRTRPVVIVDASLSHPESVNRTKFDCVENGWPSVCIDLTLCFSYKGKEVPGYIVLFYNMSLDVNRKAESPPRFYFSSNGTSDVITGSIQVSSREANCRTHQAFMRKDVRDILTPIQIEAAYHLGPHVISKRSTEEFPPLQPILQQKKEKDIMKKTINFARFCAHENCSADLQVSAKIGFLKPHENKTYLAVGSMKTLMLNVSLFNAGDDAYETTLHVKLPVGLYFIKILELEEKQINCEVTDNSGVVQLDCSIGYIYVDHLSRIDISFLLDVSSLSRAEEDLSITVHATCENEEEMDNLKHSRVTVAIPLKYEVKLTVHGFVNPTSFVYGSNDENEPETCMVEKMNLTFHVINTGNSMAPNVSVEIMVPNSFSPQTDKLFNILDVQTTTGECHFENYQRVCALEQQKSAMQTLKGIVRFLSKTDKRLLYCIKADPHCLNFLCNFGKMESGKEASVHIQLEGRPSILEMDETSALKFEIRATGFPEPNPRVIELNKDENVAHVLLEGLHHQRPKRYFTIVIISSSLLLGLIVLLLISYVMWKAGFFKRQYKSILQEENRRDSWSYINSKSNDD
LAP4 TOR yeast: alters LAP4-GFP fluorescence in TOR pathway yeast screen; S. cerevisiae LAP4-GFP multiplex, flow cytometry GFP, 3 h; median GFP as percent of DMSO wells; GFP response vs DMSO, % at 10 µM; 320,000 compounds, 0.34% hits; AID 2023;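 active means GFP response vs DMSO above a set limit, about the screen mean plus 3 SD, cut at about 150% in these data; inconclusive means under 70 cell events counted for the yeast strain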
CR mimetic SO: lowers age-related superoxide in aged yeast cells. AID 2690. superoxide response (% of plate mean), % at 10 µM. S. cerevisiae aged cells, superoxide DHE fluorescence; hits give low values. 330,000 compounds, 0.18% hits;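 active means superoxide response under a set limit, about three screen SD below normal, cut at about 65% in these data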;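 further: yeast aged for seven days with compound at 30 °C before DHE staining; 100% = average MFI of all compound-treated wells on the plate with controls excluded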
* hit, by the source's call; i = inactive; ? = inconclusive; · = no result given; [ ] = remark or other dose.

SMILES	RPL19A TOR yeast	AGP1 TOR yeast	GRK2 aptamer HTS	MEP2 TOR yeast	CIT2-GFP yeast	VLA-4 inh	LAP4 TOR yeast	CR mimetic SO
COc1ccc(N2C(=O)c3ccc(C(=O)OC(C)C)cc3C2=O)cc1	102	107	3	106	103	2	95	97
O=C(NC1(N2CCOCC2)CC1)c1ccc(Cl)cc1	86	91	0	94	87	-2	·	102
Cc1ccc(NC(=O)COC(=O)C(CC(C)C)N2C(=O)C3CC=CCC3C2=O)c(C)c1 (stereo unspecified)	100	99	4	106	102	7	96	86
O=c1c2ccccc2nc2n1CC/C2=C\N1CCN(c2ccc([N+](=O)[O-])cc2)CC1	88	88	2	107	89	4	108	101
COc1ccc(-c2csc(NC(=O)c3cc(=O)c4ccccc4o3)n2)cc1OC	100	81	0	?	102	9	89	118
COc1cccc(CN2CCN(Cc3cccc(Oc4ccccc4)c3)CC2)c1OC	82	89	0	92	86	3	·	104
COc1ccc2[nH]c(CN3CCN(CC=C(C)C)C(CCO)C3)c(C)c2c1 (stereo unspecified)	106	101	0	112	105	6	98	99
Cc1noc(C)c1COC(=O)CCCOc1ccc(Cl)cc1Cl	99	100	0	103	96	-2	105	82
CC(C)(C)C(=O)Nc1ccccc1C(=O)Nc1ccncc1	94	92	0	93	87	2	88	101
CCOc1ccc(C(C)=O)cc1CN1c2ccc(S(N)(=O)=O)cc2CC1C (stereo unspecified)	105	100	0	104	101	-4	99	103
CCCn1c(C2CCCN2c2nc(C)cs2)nc2cc(Cl)c(Cl)cc21 (stereo unspecified)	111	101	1	100	102	-13	114	99
CCNc1nc2c(c(=O)n(C)c(=O)n2C)n1CCCc1ccccc1	97	100	7	104	96	18	97	97
O=C(CNS(=O)(=O)c1cccs1)N1CCN(c2ccccn2)CC1	98	99	1	98	95	-5	93	99
Cc1ccccc1C(=O)Nc1ccc(C(=O)O)cc1NC(=O)c1ccccc1C	103	97	2	107	97	0	104	100
CS(=O)(=O)N1CCN(c2ccc([N+](=O)[O-])c3cccnc23)CC1	104	108	0	103	108	-2	104	110
CC(C)Cc1nnc(NC(=O)CCC(=O)N2CCCCC2)s1	100	100	2	97	102	-1	104	114
C[C@H](NS(=O)(=O)c1c(Cl)cccc1Cl)C(=O)NNC(=O)COc1ccccc1F	99	100	0	101	102	-2	101	101
Clc1ccc(C2=Nn3c(Cn4nnc5ccccc54)nnc3SC2)cc1	101	97	0	101	92	-1	92	113
CCC(CC)n1[nH]c(=O)c2c(C)cc(C)nc21	102	106	1	109	·	0	95	92
COC(=O)C1=C(C)N=C2SC(C)C(=O)N2C1c1cccc(F)c1 (stereo unspecified)	102	101	0	106	103	8	94	97
[O-][n+]1c2c(nc3c1-c1ccccc1C3O)CCCC2 (stereo unspecified)	110	93	30	103	107	7	89	156
CCOc1ccc(CCNC(=O)c2ccc(F)c(S(=O)(=O)N3CCOCC3)c2)cc1OCC	106	102	3	102	112	6	97	85
CCc1nn(CCCC(=O)N2CCC(C)CC2)c(=O)c2cc3occc3n12	104	107	1	103	100	-5	110	95
C[C@@]12CCC=C[C@H]1[C@H](c1ccc(C(F)(F)F)cc1)N(Cc1ccccc1)C2=O	97	98	0	102	90	-1	104	103
CCNC(=O)CSc1nc2cc(S(=O)(=O)Nc3ccc(OC)cc3)ccc2o1	102	103	0	104	100	13	99	102

The closing two records of the part above open the next one.
SMILES	RPL19A TOR yeast	AGP1 TOR yeast	GRK2 aptamer HTS	MEP2 TOR yeast	CIT2-GFP yeast	VLA-4 inh	LAP4 TOR yeast	CR mimetic SO
C[C@@]12CCC=C[C@H]1[C@H](c1ccc(C(F)(F)F)cc1)N(Cc1ccccc1)C2=O	97	98	0	102	90	-1	104	103
CCNC(=O)CSc1nc2cc(S(=O)(=O)Nc3ccc(OC)cc3)ccc2o1	102	103	0	104	100	13	99	102
COc1ccc(Cl)cc1NC(=O)Nc1ccc(C(=O)N2CCOCC2)cc1	106	105	0	109	109	4	108	102
Fc1ccc(/C=C/c2nnc(-c3cccs3)o2)cc1	96	86	1	98	87	5	107	86
O=C(Cn1nnc(-c2ccccc2)n1)NNC(=O)c1ccccc1	90	95	3	99	92	10	89	97
COc1cc(NC(=S)N2CCC(C(N)=O)CC2)c(OC)cc1Cl	105	104	0	110	107	6	98	100
COC(=O)C(C)Sc1n[nH]c(=S)s1 (stereo unspecified)	97	100	1	97	95	9	90	110
CC1(C)N=C(N)N=C(N)N1c1cccc(C(=O)O)c1	108	118	0	111	108	11	111	88
O=C(CSc1nc2cc(Cl)ccc2s1)c1ccco1	96	94	0	99	96	10	135	95
Clc1ccc(-c2cc(-c3ccccn3)on2)c(Cl)c1	95	102	0	91	99	-14	104	111
COc1ccc(N2C(=O)c3ccc(C(=O)Nc4ccccc4OC)cc3C2=O)cc1	99	95	0	116	92	13	97	101
NC(=O)C1CCN(C(=O)c2ccc3c(c2)S(=O)(=O)c2ccccc2C3=O)CC1	110	106	0	108	110	-4	92	124
CC1CCN(C(=O)COC(=O)c2ccc(=O)n(Cc3ccccc3)n2)CC1	95	103	3	93	96	4	95	103
CCN1CCN(C(CNS(=O)(=O)c2ccc(C)cc2)c2cccnc2)CC1 (stereo unspecified)	107	101	0	106	101	2	91	117
CCC(C)[C@H](Nc1nc(-c2ccccc2)nc2c1oc1ccccc12)C(=O)O (stereo partly specified)	99	97	0	101	105	5	90	117
O=C(Nc1ccc(Cl)cc1Cl)C1=Cc2ccccc2OC1	100	97	0	98	96	5	101	96
Nc1cnn(C2CCCO2)c(=O)n1 (stereo unspecified)	97	89	0	99	97	8	93	i
CCCCC1=CC2=CC(=O)C(C)(OC(=O)CC)C(=O)C2=CN1c1cccc(C#N)c1 (stereo unspecified)	97[may fluoresce violet]	14[may fluoresce violet]	2	100[may fluoresce violet]	?	3	120[may fluoresce violet]	106
O=C(CSc1nnc(CNc2ccc(Cl)cc2)o1)Nc1nc2c(s1)CCCC2	96	95	0	98	93	9	106	93
CCOc1ccc(OCC)c(NC(=O)CN(C)S(=O)(=O)c2ccc3nc(C)sc3c2)c1	100	94	0	100	100	6	91	106
CCSc1ccccc1C(=O)Nc1cc(OC)c(OC)c(OC)c1	104	105	1	108	101	-1	115	111
CC(C)CCN1CCN(Cc2cccn2-c2ccccn2)CC1CCO (stereo unspecified)	103	102	1	101	100	10	90	77
CCOC(=O)CC(=O)CSc1nc2c(cc1C#N)CCC2	93	85	0	100	81	0	102	93
COc1ccc(-c2nc(N)ncc2-c2ccc(OC)c(OC)c2)c(O)c1	108	93	0	109	99	25	83	94
COc1ccc(CNC(=S)N/N=C/c2ccc(O)c(OC)c2)cc1	106	99	0	104	115	-4	86	117
CCOc1ccc(CC(=O)OCn2nnc3ccccc3c2=O)cc1	96	95	5	92	101	7	84	108
CC1(C)CC(=O)c2sc(NC(=O)c3cccs3)nc2C1	96	95	0	104	83	26	107	89

A section from the list above, as a working copy:
SMILES	RPL19A TOR yeast	AGP1 TOR yeast	GRK2 aptamer HTS	MEP2 TOR yeast	CIT2-GFP yeast	VLA-4 inh	LAP4 TOR yeast	CR mimetic SO
CCOC(=O)CC(=O)CSc1nc2c(cc1C#N)CCC2	93	85	0	100	81	0	102	93
COc1ccc(-c2nc(N)ncc2-c2ccc(OC)c(OC)c2)c(O)c1	108	93	0	109	99	25	83	94
COc1ccc(CNC(=S)N/N=C/c2ccc(O)c(OC)c2)cc1	106	99	0	104	115	-4	86	117

7 of the entries above in order of the GRK2 aptamer HTS value, lowest first:
Molecule,GRK2 aptamer HTS
NC(=O)C1CCN(C(=O)c2ccc3c(c2)S(=O)(=O)c2ccccc2C3=O)CC1,0
CCSc1ccccc1C(=O)Nc1cc(OC)c(OC)c(OC)c1,1
CC(C)Cc1nnc(NC(=O)CCC(=O)N2CCCCC2)s1,2
O=C(Cn1nnc(-c2ccccc2)n1)NNC(=O)c1ccccc1,3
Cc1ccc(NC(=O)COC(=O)C(CC(C)C)N2C(=O)C3CC=CCC3C2=O)c(C)c1 (stereo unspecified),4
CCNc1nc2c(c(=O)n(C)c(=O)n2C)n1CCCc1ccccc1,7
[O-][n+]1c2c(nc3c1-c1ccccc1C3O)CCCC2 (stereo unspecified),30

Pulled by compound from the list above:
SMILES	RPL19A TOR yeast	AGP1 TOR yeast	GRK2 aptamer HTS	MEP2 TOR yeast	CIT2-GFP yeast	VLA-4 inh	LAP4 TOR yeast	CR mimetic SO
Nc1cnn(C2CCCO2)c(=O)n1 (stereo unspecified)	97	89	0	99	97	8	93	i
COc1ccc(CNC(=S)N/N=C/c2ccc(O)c(OC)c2)cc1	106	99	0	104	115	-4	86	117

Next section
SMILES	RPL19A TOR yeast	AGP1 TOR yeast	GRK2 aptamer HTS	MEP2 TOR yeast	CIT2-GFP yeast	VLA-4 inh	LAP4 TOR yeast	CR mimetic SO
Cn1nc(C(=O)N2CCN(S(=O)(=O)/C=C/c3ccccc3)CC2)c2ccccc2c1=O	105	105	8	118	105	7	97	116
Nc1nnc(-c2cn(-c3ccccc3)nc2-c2ccccc2)o1	101	101	0	107	97	11	101	117
Cc1ccc2[nH]c3c(c2c1)CN(C(C)C)CC3	110	100	0	112	110	-3	91	102
COc1ccc(-n2c(C)csc2=S)cc1	78	·	3	111	78	8	100	99
COc1cc(C=Nc2c(C)cc(C)cc2C)ccc1OC(C)=O	94	93	2	92	83	11	97	108
COc1ccccc1C(=O)NCC(=O)N/N=C/c1cc(Br)ccc1OCc1ccccc1	94	97	1	97	86	28	105	74
O=C(COC(=O)CCc1c[nH]c2ccccc12)Nc1ccccc1C(F)(F)F	97	92	1	95	94	9	95	118
CCC(=O)Nc1ccc(Nc2ccccc2)cc1	101	100	0	99	·	12	104	97
Cc1ccccc1-c1nc(CS(=O)CC(=O)NCc2ccccc2)c(C)o1 (stereo unspecified)	99	109	0	102	117	-15	114	98
CCN(Cc1ccncc1)C(=O)c1ccco1	99	95	0	107	99	6	101	108
COc1ccc(C(=O)O/N=C(\N)c2ccccc2Cl)cc1OC	107	101	0	110	97	2	106	100
O=C(Nc1ccc(C2CCCCC2)cc1)C1CCN(c2ncccn2)CC1	96	94	3	110	92	3	109	104
CC(NC(=O)c1cccc(Cl)c1)C1CC2CCC1C2 (stereo unspecified)	106	96	0	100	92	-26	98	109
CC12CCC(C(=O)Nc3nc4ccc(Br)cc4s3)(OC1=O)C2(C)C (stereo unspecified)	103	76	1	99	91	7	98	114
O=C(COc1ccc(F)cc1Cl)Nc1cccc(S(=O)(=O)N2CCCCCC2)c1	106	106	0	108	104	6	106	84
Cn1c(CC(=O)NNC(=O)c2ccc(Cl)nc2)nc2ccccc21	96	80	2	101	85	0	95	88
O=C(CSc1nnc(CNC(=O)C23CC4CC(CC(C4)C2)C3)n1-c1ccccc1)Nc1ccccc1	96	93	6	103	88	10	93	93
O=C(COC(=O)/C=C/c1ccc2c(c1)OCO2)NC1CCS(=O)(=O)C1 (stereo unspecified)	98	106	1	99	103	0	104	98

The order is random; about 1.7% have a hit in one of these screens.
